FEN1 inhibitor – blocks human flap endonuclease 1. P39748. Recombinant FEN1 flap cleavage, fluorescence, 15 min. Potency, µM (titrated, usually from 114 µM), for the others: at the highest dose activity change, negative = inhibition, most hits filed as inhibitors. 390,000 tested, 0.35% active. AID 588795; also: nearly all actives have a fitted effect of over 65% in size
Target sequence (P39748 whole entry, looked up): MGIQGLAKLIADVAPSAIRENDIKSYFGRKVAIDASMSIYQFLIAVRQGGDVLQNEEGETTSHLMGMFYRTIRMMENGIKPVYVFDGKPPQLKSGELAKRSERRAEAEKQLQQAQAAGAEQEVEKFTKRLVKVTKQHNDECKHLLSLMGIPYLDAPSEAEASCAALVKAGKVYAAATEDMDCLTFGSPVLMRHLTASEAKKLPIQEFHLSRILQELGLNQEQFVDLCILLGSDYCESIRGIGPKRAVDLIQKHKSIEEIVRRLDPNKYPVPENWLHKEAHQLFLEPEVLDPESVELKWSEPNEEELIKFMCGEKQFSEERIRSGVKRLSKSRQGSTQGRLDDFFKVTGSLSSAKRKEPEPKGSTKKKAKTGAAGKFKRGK
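Recombinant FEN1 (10 nM) was preincubated with pin-transferred compounds for 15 min at room temperature, then flap DNA substrate (50 nM final) was added. Plates were read at 0 and 15 min, and normalized concentration–response data were fitted to a four-parameter Hill equation.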
N370S GC mod – inhibitors or activators of N370S glucocerebrosidase for Gaucher disease; P04062; N370S GC spleen homogenate, 4MU-glucoside fluorescence; Potency, µM (highest dose often 59.4 µM), inactives show top-dose activity change, negative = inhibition, usual class: inhibitors; 330,000 tested, 0.092% active;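 also: 0% = full enzyme activity and -100% = no enzyme basal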
DT40 TDP1 CPT – DT40-hTDP1 cell growth loss with CPT; chicken DT40 Tdp1-/-;hTDP1 cells + 20 nM CPT, ATP luminescence, 48 h; Potency, µM (titrated, usually from 46.2 µM), without a hit: top-dose activity change, negative = growth inhibition, hits mostly inhibitors; 420,000 tested, 12% active; AID 686979; also: nearly all actives have a fitted effect of over 55% in size
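Chicken DT40 Tdp1-/- cells stably complemented with human TDP1 were seeded at 400 cells/well in medium containing 20 nM camptothecin, exposed to pin-transferred compounds, and grown at 37 °C for at least 48 hr. Viability was read as ATP luminescence.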
The depositor's hits bear a star; ? = inconclusive; · = no result given; [ ] = dose if it differs, or a comment. Calls follow the shape of the dose curve; as a rule, active = well fitted curve in the direction sought with a large enough effect; inconclusive = small, poorly fitted or top-dose-only effect, or another doubt; inactive = no such curve, though single readings can be large; an effect the other way counts as inactive or inconclusive. Unless noted, % is scaled to controls: 0 for no effect and ±100 for the full control effect; potency is read from the fitted curve at half-maximal effect. Only part of the results is shown; count on the stated rates, not on these rows.

Molecule	FEN1 inhibitor	N370S GC mod	DT40 TDP1 CPT
Cc1ccnc(NC(=O)CCC(=O)N(CC(=O)NCC2CCCO2)Cc2ccc(F)cc2)c1 (stereo not drawn)	10.8%	-6.2%	15.9%
O=C(NCCCN1CCOCC1)c1onc(CSc2ccc(F)c(F)c2)c1C(=O)NCCCN1CCOCC1	6.3%	·	-1.2%
CCC1(c2ccc(Cl)cc2)NC(=S)N(c2ccc(C)cc2)N1 (stereo not drawn)	-4.6%	5.0%	?
Cn1[nH]cc(C=NC(N)=O)c1=O	-5.0%	·	-10.7%
CCOc1ccc(OC(=O)c2sc3ncn(Cc4cccc(F)c4)c(=O)c3c2C)cc1	-16.1%	·	?
COc1ccc(-c2noc(-c3ccc(N4CCCC4)c([N+](=O)[O-])c3)n2)cc1OC	6.5%	·	?
Cc1ccccc1OC(C)C(=O)N1CCC(Cc2ccccc2)CC1 (stereo not drawn)	1.5%	14.4%	?
CCOc1ccc(Nc2nc3ccccc3n2C)cc1	-4.3%	·	-19.4%
COc1ccc(CCNC(=O)C2CCC(=O)N2Cc2ccccc2Cl)cc1OC (stereo not drawn)	10.8%	-7.9%	-16.1%
Cc1occc1C(=O)NNC(=O)C(c1ccccc1)c1ccccc1	16.1%	9.0%	-13.6%
Cc1ccc(C(=O)N2CCCCC2C(=O)O)cc1S(=O)(=O)N1CCCCC1 (stereo not drawn)	-1.2%	·	19.2%
Cc1cc(C)c(NC(=O)Cn2c(=O)n(Cc3ccccc3)c(=O)c3c(C)c(C(=O)N(C)C)sc32)c(C)c1	46.7%	·	?
CCCCCCOC(=O)Cc1c(C)nc(N)[nH]c1=O	1.5%	-20.5%	-13.2%
O=C(O)CCC(NS(=O)(=O)c1ccc(N2CCCC2=O)cc1)C(=O)O (stereo not drawn)	-1.7%	9.4%	5.2%
CN(C)C(=S)Nc1ccc(Br)cc1Cl	-2.1%	-12.3%	-22.3%
O=C(CN(C(=O)CCC(=O)Nc1ccccn1)c1ccc(F)cc1)NCc1ccco1	0.6%	-2.8%	2.2%
CCCCn1nc(NC(=O)c2cccc(Cl)c2)c2cc3cccc(C)c3nc21	23.3%	·	?
CCc1cc2ccccc2nc1SCC(=O)Nc1cc(OC)c(OC)cc1C(=O)O	-9.9%	8.3%	0.2%
CCC(C)C(=O)Nc1cc(Cl)ccc1C(=O)O (stereo not drawn)	1.0%	1.4%	-19.2%
CCOC(=O)C1CCN(S(=O)(=O)c2ccc3c(c2)N(C(C)=O)CCO3)CC1	-10.0%	-1.3%	-14.8%
COc1ccc(S(=O)(=O)Nc2cc(Cl)ccc2OC)cc1	4.8%	9.2%	2.31µM*
Cc1ccc(C(=O)Nc2ccccc2C(=O)O)cc1S(=O)(=O)N1CCCCCC1	-9.2%	·	?
COc1cc(C(=O)NCC(c2ccco2)S(=O)(=O)c2ccccc2)cc(OC)c1OC (stereo not drawn)	-0.6%	·	?
CN(C)C(=O)CSc1ncnc2scc(-c3ccccc3)c12	-5.0%	27.0%	3.5%
CCN(C(=O)COC(=O)c1ccccc1Nc1cccc(C)c1C)C1CCS(=O)(=O)C1 (stereo not drawn)	-0.1%	-6.3%	-9.6%
COc1ccc(OCCOc2ccc(N(C)S(=O)(=O)c3ccccc3)cc2)cc1	-18.7%	·	?
CCCN(CC1CC1)c1nc(N)c2c(N)nc(OC)cc2c1C#N	-5.5%	·	16.4µM*
CCc1ccc(CNC(=O)c2cnc3sc(N(CC)CC)nn3c2=O)cc1	-10.2%	·	13µM*
CC(=O)c1ccc(NS(=O)(=O)c2ccc3[nH]c4c(c3c2)CCCC4)cc1	-5.4%	·	-3.9%
COc1ccc(NS(=O)(=O)c2cc(NC(=O)[C@@H](NC(N)=O)C(C)C)ccc2C)cc1	4.4%	-2.9%	-21.6%
O=C1CC(C(=O)N2CCN(c3ccccc3Cl)CC2)CN1Cc1ccccc1 (stereo not drawn)	-13.2%	·	?
O=C(CC(c1ccccc1)c1cc(Br)ccc1O)NCCCN1CCOCC1 (stereo not drawn)	0.5%	-1.8%	-15.4%
Cc1ccc(NC(=S)N(C)Cc2cn(C)c3ccccc23)cc1	6.9%	6.7%	16.4µM*
O=C(NCc1cccnc1)c1ccc(-c2cc3ccccc3oc2=O)cc1	3.6%	-4.0%	11.6µM*
CC(=O)CCc1oc2ccc(NC(C)=O)cc2c1-c1ccc(C)o1	-1.5%	-1.5%	-1.1%
CCS(=O)(=O)c1nc(S(=O)(=O)c2ccc(Cl)cc2)c(N2CCOCC2)s1	-11.0%	2.5%	?
Cc1ccc2[nH]c(=O)c(CN(CCCN(C)C)C(=S)NCCc3ccccc3)cc2c1	-7.7%	-24.9%	?
COc1ccc(/C=N/NC(=O)c2nc(-c3ccccc3)n(-c3ccccc3)n2)cc1	3.4%	3.1%	10.1%
COc1ccc(CNC(=O)COC(=O)CC2CC3CCC2C3)cc1OC (stereo not drawn)	4.5%	7.0%	-7.4%
O=c1c2ccccc2nc(COc2ccccc2)n1/N=C/c1ccc(O)c(O)c1	-4.1%	0.0%	14.6µM*
O=C(CCl)N=c1sccn1Cc1cccc2ccccc12	-23.4%	26.0%	4.61µM*
O=C(NCCc1ccccc1)C1CCN(C(=O)Nc2ccccc2)CC1	12.0%	1.4%	-0.7%
Cc1cc(C)nc(NC(=O)c2c(F)c(F)c(F)c(C(=O)Nc3cc(C)cc(C)n3)c2F)c1	-17.8%	·	?
NS(=O)(=O)c1cc(C(=O)NCCc2ccccn2)ccc1Cl	12.6%	13.9%	-6.2%
Cc1ccc(Nc2nc3ccccc3c(=O)s2)cc1C	0.4%	3.4%	16.4µM*
CCC1=Nc2cc(C(=O)NCCN3CCOCC3)ccc2Sc2ccccc21	17.9%	-27.3%	-3.4%
CCOc1ccc(NC(=O)C2CCCN(S(=O)(=O)c3cccc4nsnc34)C2)cc1 (stereo not drawn)	-8.9%	-4.2%	23.1µM*
CCCS(=O)(=O)N1CCC(n2c(C(F)(F)F)nc3cccnc32)CC1	2.0%	·	3.66µM*
O=C(COC(=O)c1cccc2ccccc12)Nc1ncc(C(F)(F)F)cc1Cl	-8.6%	4.0%	-8.2%
O=C(CCc1cn(Cc2ccccc2Cl)c2ccccc12)NC1CCCCC1	21.7%	·	?

Later entries:
Molecule	FEN1 inhibitor	N370S GC mod	DT40 TDP1 CPT
O=C1C[C@@H]2CCN3C(=O)CCC[C@@H]([C@H]23)[C@@H]1Cc1ccccc1	-5.3%	-5.7%[89.1 µM]	-3.1%
COc1cccc(NC(=O)c2ccc(NC(=O)C(C)(C)C)cc2)c1	0.5%	-17.5%	?
CCC(=O)Oc1ccc(C(=O)Nc2ccccc2C(=O)NCC(C)C)cc1	2.6%	-3.6%	-8.3%
COc1ccc(NC(=O)c2cc(S(=O)(=O)N3CCc4ccccc43)cn2C)cc1	-23.2%	1.0%	10.3µM*
COc1ccc(-c2ccc(CCC(=O)O)o2)cc1	-3.8%	-6.0%	20.6µM*
COc1ccc(CNC(=O)c2cccc(S(=O)(=O)N3CCCCC3)c2)cc1OC	3.7%	·	13µM*
CSc1ccccc1C(=O)OCC(=O)N1CCN(C(C)=O)CC1	-2.1%	·	-0.5%
Cc1ccc(S(=O)(=O)N2CCCCC2)cc1NS(=O)(=O)c1ccc(Cl)c(C(=O)O)c1	0.9%	3.2%	5.4%
O=C(COc1ccc(Br)cc1)Nc1ccc(S(=O)(=O)Nc2ccccn2)cc1	-11.0%	1.2%	?
C=CCNC(=S)NNC(=O)c1cccn(Cc2ccc(Cl)cc2)c1=O	1.0%	-22.6%	-0.7%
COc1ccc(NS(=O)(=O)c2ccc(NC(=S)NC(=O)c3ccc(F)cc3)cc2)nn1	-5.4%	-4.7%	15.3%
COc1ccccc1C(=O)NNC(=O)c1cccc(C)c1	-1.2%	2.4%	?
Cc1ccc2nc(SCC(=O)NCc3ccccc3)nc(=O)n2c1	-1.1%	-14.6%	-19.2%
Cc1ccc(S(=O)(=O)N2CCCCC2)cc1NC(=O)Cn1ccsc1=N	-3.3%	2.5%	?
Cc1ccccc1NS(=O)(=O)CCCCC(Cl)(Cl)Cl	-4.4%	2.6%	?
CSc1cccc(Nc2cc(C(=O)NCCCN(C)c3ccccc3)c3ccccc3n2)c1	-21.7%	·	14.6µM*
O=C(CCNS(=O)(=O)c1ccccc1C(F)(F)F)NNC(=O)C1COc2ccccc2O1 (stereo not drawn)	3.6%	2.0%	-19.4%
Cc1nn(CC(=O)Nc2ccc3nc4n(c(=O)c3c2)CCCC4)c(C)c1[N+](=O)[O-]	-15.1%	-7.3%	-7.7%
CCCCN(Cc1cccs1)S(=O)(=O)c1ccc(-c2ccc(=O)[nH]n2)s1	-3.2%	-11.2%	-5.7%
Cc1cccc(-n2c(C)nc3cc(C(=O)NCC4CCCO4)ccc32)c1 (stereo not drawn)	-6.1%	-16.7%	-20.0%
CCc1c(C)nc2ncnn2c1Nc1ccccc1C	-1.8%	-17.7%	?
CC1(C)CCC/C(=C\c2ccccc2)C1=O	-7.0%	-13.3%	-20.3%
CC(C)CCNC(=O)CSc1nc2ccccc2s1	0.5%	4.6%	-14.9%
Cc1ccc(NC(=O)C2CC(=O)n3c(nc4ccccc43)N2)cc1 (stereo not drawn)	9.3%	2.1%	-18.8%
CC(C)NC(=S)Nc1ccc2nc3n(c(=O)c2c1)CCCCC3	-2.8%	16.9%	3.5%
Cc1ccc(/C=N/NC(=O)c2n[nH]c3c2CCCC3)cc1	2.9%	-14.7%	0.82µM*
CCOc1ccccc1NS(=O)(=O)c1cccs1	-2.3%	5.1%	-16.9%
COc1cc(C(=O)NCC(=O)N/N=C/c2ccccn2)cc(OC)c1OC	-8.6%	-3.0%	14.2%
COc1ccc(C(=O)NC(=S)NNC(=O)c2cnccn2)cc1OC	-4.4%	-3.0%	?
Cc1c(/C=N/n2cnnc2)c2ccccc2n1CCOc1ccccc1	5.2%	-21.7%[2.35 µM]	?
O=C(O)Cc1csc2ccccc12	4.1%	-6.1%	-7.3%
FC(F)(F)c1ccc(-c2cccc3c2C2CC3CCN2)cc1 (stereo not drawn)	17.6%	·	?

17 compounds out of the list, arranged by formula weight, rising.
Molecule	FEN1 inhibitor	N370S GC mod	DT40 TDP1 CPT
O=C(O)Cc1csc2ccccc12	4.1%	-6.1%	-7.3%
CC1(C)CCC/C(=C\c2ccccc2)C1=O	-7.0%	-13.3%	-20.3%
CCc1c(C)nc2ncnn2c1Nc1ccccc1C	-1.8%	-17.7%	?
Cc1ccc(/C=N/NC(=O)c2n[nH]c3c2CCCC3)cc1	2.9%	-14.7%	0.82µM*
CCOc1ccccc1NS(=O)(=O)c1cccs1	-2.3%	5.1%	-16.9%
FC(F)(F)c1ccc(-c2cccc3c2C2CC3CCN2)cc1 (stereo not drawn)	17.6%	·	?
Cc1ccc(NC(=O)C2CC(=O)n3c(nc4ccccc43)N2)cc1 (stereo not drawn)	9.3%	2.1%	-18.8%
CC(C)NC(=S)Nc1ccc2nc3n(c(=O)c2c1)CCCCC3	-2.8%	16.9%	3.5%
Cc1ccc2nc(SCC(=O)NCc3ccccc3)nc(=O)n2c1	-1.1%	-14.6%	-19.2%
Cc1c(/C=N/n2cnnc2)c2ccccc2n1CCOc1ccccc1	5.2%	-21.7%[2.35 µM]	?
Cc1cccc(-n2c(C)nc3cc(C(=O)NCC4CCCO4)ccc32)c1 (stereo not drawn)	-6.1%	-16.7%	-20.0%
COc1ccc(C(=O)NC(=S)NNC(=O)c2cnccn2)cc1OC	-4.4%	-3.0%	?
COc1cc(C(=O)NCC(=O)N/N=C/c2ccccn2)cc(OC)c1OC	-8.6%	-3.0%	14.2%
Cc1ccc(S(=O)(=O)N2CCCCC2)cc1NC(=O)Cn1ccsc1=N	-3.3%	2.5%	?
Cc1nn(CC(=O)Nc2ccc3nc4n(c(=O)c3c2)CCCC4)c(C)c1[N+](=O)[O-]	-15.1%	-7.3%	-7.7%
CSc1cccc(Nc2cc(C(=O)NCCCN(C)c3ccccc3)c3ccccc3n2)c1	-21.7%	·	14.6µM*
O=C(CCNS(=O)(=O)c1ccccc1C(F)(F)F)NNC(=O)C1COc2ccccc2O1 (stereo not drawn)	3.6%	2.0%	-19.4%

Single values from the entries so far:
`CCS(=O)(=O)c1nc(S(=O)(=O)c2ccc(Cl)cc2)c(N2CCOCC2)s1` in FEN1 inhibitor = -11.0%
`Cc1ccc(/C=N/NC(=O)c2n[nH]c3c2CCCC3)cc1` in N370S GC mod = -14.7%

Source: PubChem
